Screening results deposited in PubChem by National Center for Advancing Translational Sciences (NCATS).
Lipid storage S3 – qHTS Assay for Lipid Storage Modulators in Drosophila S3 Cells; hit rate 0.64% among 320,000; Potency in µM for hits, for the others lipid storage change, negative = inhibition, % at the top dose, mostly 46.1 µM; Drosophila S3 cells, BODIPY lipid droplet fluorescence, 18-24 h; cells fed with added oleic acid; AID 2685, 2010; active means well fitted inhibition curve with a large enough effect in the signal ratio, with a control signal flat, not every such curve was filed as active; inconclusive means small, poorly fitted or top-dose-only effect, or effect the other way, or a change in a side signal; the % refers to the signal ratio
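Drosophila S3 cells got compounds at several concentrations plus oleic acid (400 uM solution). Laser-scanning cytometry with 488 nm excitation read lipid droplets at 500-530 nm and cells at 575-640 nm. Percent activity was relative to 20 uM Triacsin C.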
Lipid storage S3 cell count max – also measured in Lipid storage S3; calls as there; cell number change, %; measured here: cell count max response;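 cells counted by Cell Tracker Red CMTPX staining in the red channel; peak over a dose series mostly up to 46.1 µM; percent activity relative to internal control wells on each plate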
* = called active by the depositor; i = inactive; ? = inconclusive; . = not tested or not shown. On the % scale 0 is the no-effect control and ±100 the full control effect; potency means the concentration at half of the fitted maximal effect. The list is partial (hit frequency here may not be typical).

SMILES	Lipid storage S3	Lipid storage S3 cell count max
Fc1ccc2nc(N3CCCCC3)sc2c1	?	.
Cc1nn(CC(=O)OCCOc2ccc(Br)cc2)c(C)c1[N+](=O)[O-]	i	.
Cc1ccc(S(=O)(=O)Nc2ccc(NC(=O)CN3CCCCC3)cc2)cc1	i	17.8
COCCC1CCCCN1C(=O)c1ccc2nc(Cc3ccccc3F)oc2c1 (stereo unspecified)	0.4%	4.7
CSc1nnc(-c2ccc(NC(N)=S)cc2)o1	4.3%	11.4
Cc1ccc(S(=O)(=O)N(C)c2ccc(C(=O)N3CCOCC3)cc2)cc1	?	.
CN(C)CCCNC(=O)C(=O)Nc1cc2c3c(c1)CC(=O)N3CCC2	i	.
COC(=O)N/N=C/c1cn(CCOc2ccccc2OC)c2ccccc12	12.5%	14.8
CCN(CC)CCCNC(=O)CSc1nc(-c2ccc(F)cc2)cc(C(F)(F)F)n1	0.6%	4.9
COc1cccc(CC2(CO)CCN(S(=O)(=O)c3ccc(OC)cc3OC)CC2)c1	?	.
Cc1ccc2c(CN3CCN(CCO)CC3)cc(=O)oc2c1C	?	.
O=C(c1cccc(OC2CCN(Cc3ccc(F)cc3)CC2)c1)N1CCCC1	?	.
COCc1ccc(C(=O)Nc2ccccc2C(=O)NCc2cccnc2)cc1	i	10.3
COc1ccc(C(=O)COC(=O)Cn2cnc3c2c(=O)n(C)c(=O)n3C)c(OC)c1	?	.
CSc1cc(-c2ccccc2)n(C)c(=O)c1C#N	?	.
CCCOC(=O)CSc1nnc(-c2cc(OC)c(OC)c(OC)c2)o1	8.4%	-8.0
COC(=O)c1ccccc1NC(=O)c1cnn2cccnc12	5.9%	11.2
O=C(O)c1cc(OCc2ccccc2)cc(OCc2ccccc2)c1	9.7%	9.7
CCOc1ccc(N2CC(C(=O)Nc3ccc4c(c3)OCCO4)CC2=O)cc1 (stereo unspecified)	?	.
Cc1cnc(NC(=O)CCNC(=O)c2ccc([N+](=O)[O-])cc2)s1	-15.0%	-9.6
COc1ccc(C(CNC(=O)c2cc3ccccc3o2)N2CCCCC2)cc1 (stereo unspecified)	?	.
COC(=O)C1=C(C)N(Cc2ccco2)C(=O)N[C@@H]1c1ccccc1	3.4%	-0.9
CC(Sc1nnc(Cc2ccccc2)o1)C(=O)Nc1ccccc1[N+](=O)[O-] (stereo unspecified)	?	.
CN(C)c1ccc(C(=S)N2CCN(C(=S)Nc3cccc4ccccc34)CC2)cc1	1.7%	11.0
COc1ccc(C(=O)CNc2ccccc2C#N)cc1	?	.
NC(=O)c1c(NC(=O)Cn2cc([N+](=O)[O-])cn2)sc2c1CCCC2	?	.
Cc1oc(-c2cccs2)nc1CN1CCN(CC(C)C)C(CCO)C1 (stereo unspecified)	-3.3%	23.6
COc1ccc(S(=O)(=O)Nc2nc3ccccc3nc2NCC2CCCO2)cc1 (stereo unspecified)	?	.
COc1ccc(C2(C)NC(=O)N(CC(=O)Nc3ccc(Br)c(C)c3)C2=O)cc1OC (stereo unspecified)	?	.
CCOc1ccc(NC(=O)CN(C)C(=O)C2(c3ccccc3)CC2)cc1OCC	?	.
O=C(CN1CCOCC1)Nc1ccc(Br)cc1	5.7%	22.0
COc1ccc(C(=O)NCc2nnc(SCC(=O)Nc3cc(C)cc(C)c3)o2)cc1OC	?	.
O=C(C1=C[C@@H](c2coc3ccccc3c2=O)C[C@@H](OCCCCO)O1)N1CCN(Cc2ccccc2)CC1	0.6%	13.4
Cc1ccnc(NS(=O)(=O)c2ccc(NS(=O)(=O)c3ccc(Br)cc3)cc2)n1	?	.
Brc1ccc2c(c1)CN1CCCC1=N2	?	.
COc1ccc(S(=O)(=O)N2CCOC23CCN(S(=O)(=O)c2cccs2)CC3)cc1	?	.
CC(=O)Nc1ccc(NC(=O)COC(=O)Cc2cccs2)cc1	?	.
COC(=O)CC[C@@H](C(=O)O)N1C(=O)c2ccccc2C1=O	?	.
CC(=O)Nc1nc2cc([N+](=O)[O-])ccc2s1	5.3%	-7.8
N#Cc1c(-c2ccc(Cl)cc2)nc2n(c1=O)CCCS2	?	.
CC(C)CNC(=O)Cn1c(=O)c2c(ncn2CC(C)C)n(Cc2ccccc2)c1=O	?	.
COc1cc(OC)c(OC)cc1CN1CCN(S(=O)(=O)c2ccc(F)cc2)CC1	?	.
O=C(NC1CCCCC1)C(c1ccc2ncccc2c1)N(Cc1ccccc1)C(=O)c1ccc2c(c1)OCCO2 (stereo unspecified)	?	.
CC(C)(C)NC(=O)CN(C(=O)CN1C(=O)C(=O)c2ccccc21)C(C)(C)C	3.6%	.
O=C(COC(=O)C1CCN(c2ccc(C(F)(F)F)cn2)CC1)c1ccccc1	?	.
CCN1CCN(c2ncnc3c2nnn3Cc2ccccc2)CC1	?	.
Cc1ccc(S(=O)(=O)N(C)C)cc1NS(=O)(=O)c1ccc(Cl)s1	6.51µM*	0.2*
O=C(/C(C=Nc1ccc(F)cc1)=C(/O)c1ccco1)C(F)(F)F	-6.3%	-4.4
Cc1ccc(-c2csc(NC(=O)c3ccc([N+](=O)[O-])o3)n2)cc1	?	.
Cc1cc(=O)oc2cc(OCc3ccc(C(=O)OCC(=O)NC4CCS(=O)(=O)C4)cc3)ccc12 (stereo unspecified)	6.6%	8.3

Going on with the list.
SMILES	Lipid storage S3	Lipid storage S3 cell count max
Cc1cc(C)cc(OCC(=O)OCC(=O)NC2CCCCCC2)c1	?	.
Clc1ccccc1-c1nn2c(COc3ccccc3)nnc2s1	i	-9.3
Clc1ccc(CSc2snnc2-c2ccccc2)cc1	?	.
COc1ccc(/C=N/NC(=O)c2cc3c(OC)ccc(OC)c3[nH]2)cc1O	?	.
CCOC(=O)C1=C(c2ccccc2)ON(C)C1c1ccccc1 (stereo unspecified)	?	.
O=C(c1ccccc1)c1ncc[nH]1	-18.3%	2.7
CC(C)CNS(=O)(=O)c1ccc(CCC(=O)N2CCOCC2)cc1	?	.
CS(=O)(=O)Nc1ccc(-c2cn3cccnc3n2)cc1	?	.
Cn1ncc(C#N)c1NC(=O)c1nn2cccnc2c1Cl	?	.
Cc1ccc(/C=N/n2cc(-c3ccccc3)[nH]c2=S)s1	4.9%	1.2
CC(C)CNC(=S)N(Cc1ccco1)Cc1cc2cc3c(cc2[nH]c1=O)OCCO3	?	.
O=C(Nc1cccc(OCC(=O)N2CCOCC2)c1)c1cccc([N+](=O)[O-])c1	?	.
CSc1ccc(S(=O)(=O)NCC(=O)OCC(=O)NCc2cccs2)cc1[N+](=O)[O-]	?	.
COc1ccccc1/C=C/C(=O)NCC(=O)N/N=C/c1ccccc1	-0.4%	4.5
CC1CCCCN1CCNC(=O)CC1Oc2ccccc2NC1=O (stereo unspecified)	?	.
COCCCNC(=O)C(C#N)c1nc2ccccc2nc1N1CCCC1 (stereo unspecified)	?	.
COC(=O)c1cccc(NC(=O)Cc2ccccc2[N+](=O)[O-])c1C	0.8%	-15.7
O=C(CSc1nc2ccc([N+](=O)[O-])cc2s1)NCC1CCCO1 (stereo unspecified)	?	.
Cc1cc(=O)oc2cc(Oc3ccc([N+](=O)[O-])cc3[N+](=O)[O-])ccc12	20.6µM*	-13.4*
COC(=O)Cn1ccc2cc(S(=O)(=O)N3CCCCC3)ccc21	i	-7.2
CCOC(=O)c1ccc(NC(=O)c2cc(OC)c(OC)c(OC)c2Br)cc1	?	.
CC(=O)Nc1ccc(S(=O)(=O)NNC(=O)CCC(=O)Nc2cc(C)ccc2C)cc1	2.31µM*	1.2*
O=C(OCCOCCN=C1NS(=O)(=O)c2ccccc21)C1CC(=O)N(c2ccccc2)C1 (stereo unspecified)	8.2µM*	.
Cc1ccc2nc(NC(=O)CSCC(=O)OCC(=O)c3ccc(Br)cc3)sc2c1	?	.
CCOc1ccc(/C=C/c2nc(C#N)c(NCCCOC)o2)cc1	18.4µM*	-10.5*
CCOc1ccc(OC(=O)c2cccnc2)cc1	0.3%	3.3
CC(=O)NC(CC(=O)NCC(=O)Nc1ccc(F)c(F)c1)c1ccccc1 (stereo unspecified)	?	.
Cc1ccc(C(=O)C2=C(O)C(=O)N(c3ncccn3)C2c2ccc(Br)cc2)o1 (stereo unspecified)	0.4%	1.8
COC(=O)/C(=N\OCc1ccc(C#N)cc1)c1c(C)nn(C)c1C	8.8%	10.1
CS(=O)(=O)Nc1ccc(C(=O)CC(=O)Nc2ccc([N+](=O)[O-])cc2)cc1	?	.

Some of the entries so far, bar-delimited:
Compound | Lipid storage S3 | Lipid storage S3 cell count max
CCOC(=O)c1ccc(NC(=O)c2cc(OC)c(OC)c(OC)c2Br)cc1 | ? | .
CC(=O)Nc1ccc(S(=O)(=O)NNC(=O)CCC(=O)Nc2cc(C)ccc2C)cc1 | 2.31µM* | 1.2*
O=C(OCCOCCN=C1NS(=O)(=O)c2ccccc21)C1CC(=O)N(c2ccccc2)C1 (stereo unspecified) | 8.2µM* | .
Cc1ccc2nc(NC(=O)CSCC(=O)OCC(=O)c3ccc(Br)cc3)sc2c1 | ? | .
CCOc1ccc(/C=C/c2nc(C#N)c(NCCCOC)o2)cc1 | 18.4µM* | -10.5*

The list continues.
SMILES	Lipid storage S3	Lipid storage S3 cell count max
Cc1ccc(Nc2ccc(C(N)=O)cc2[N+](=O)[O-])cc1	?	.
CCOc1ccccc1N1CCN(CC(=O)Nc2ncc(C)s2)CC1	14.6%	-6.6
O=C(CN1C(=O)c2ccccc2S1(=O)=O)NC1CCCCCC1	23.3%	.
CCSc1nc(N2CCOCC2)c2ccccc2n1	i	-23.1
CCc1cccc(OCCn2ccnc2)c1	?	.
COc1cccc(-n2nc3c(-n4ncc(C#N)c4N)nnc(C)c3c2C)c1	11.4%	3.9
Cc1cccc(C)c1NC(=O)COC(=O)CCc1ccc(S(=O)(=O)N2CCCCC2)cc1	3.6%	18.9
COC(=O)c1cc([N+](=O)[O-])c(-n2cncn2)c([N+](=O)[O-])c1	-22.3%	15.5
C#CCOC(=O)C(NC(=O)c1ccccc1)=C(C)C	?	.
Cc1c(C(=O)N2CCN(c3cccc(Cl)c3)CC2)cccc1[N+](=O)[O-]	-1.2%	-16.2
COCC(=O)N/N=C/c1c(C)[nH]n(-c2ccccc2)c1=O	4.0%	1.5
COc1ccc2cc(C(=O)N3CCCCCC3)sc(=O)c2c1OC	?	.
Cc1cc(C)n(-c2nc3ccccc3nc2N2CCN(C(=O)c3ccc(Cl)cc3)CC2)n1	?	.
Fc1cccc(/C=N/Nc2ncnc3nc[nH]c23)c1	14.3%	4.3
Cc1ccc(S(=O)(=O)Nc2ccc3c(c2)CCC3)cc1	?	.
CCNS(=O)(=O)c1ccc(CCC(=O)N2CCN(c3ccccc3F)CC2)cc1	28.3%	-14.2
COc1ccccc1N1CCN(S(=O)(=O)CCNC(=O)c2ccc(OC(C)C)cc2)CC1	?	.
Cc1cccc([N+](=O)[O-])c1NC(=O)CSc1nnc2ccccn12	?	.
C/C(N)=C(/C#N)C(=O)CSc1nnc(SCc2ccc(Cl)cc2)s1	?	.
CN(C)S(=O)(=O)c1cccc(NC(=S)NCc2ccc3c(c2)OCO3)c1	11.3%	-5.1

Taken from the entries so far (three entries):
SMILES	Lipid storage S3	Lipid storage S3 cell count max
COCC(=O)N/N=C/c1c(C)[nH]n(-c2ccccc2)c1=O	4.0%	1.5
COc1ccc2cc(C(=O)N3CCCCCC3)sc(=O)c2c1OC	?	.
Cc1cc(C)n(-c2nc3ccccc3nc2N2CCN(C(=O)c3ccc(Cl)cc3)CC2)n1	?	.

Compound profiles, from the list above. Order of values: Lipid storage S3, Lipid storage S3 cell count max
COCC(=O)N/N=C/c1c(C)[nH]n(-c2ccccc2)c1=O as listed: 4.0%, 1.5
COc1ccccc1N1CCN(S(=O)(=O)CCNC(=O)c2ccc(OC(C)C)cc2)CC1 as listed: ?, .
C/C(N)=C(/C#N)C(=O)CSc1nnc(SCc2ccc(Cl)cc2)s1 as listed: ?, .
Cc1ccc(S(=O)(=O)Nc2ccc3c(c2)CCC3)cc1 as listed: ?, .
Cc1cc(C)n(-c2nc3ccccc3nc2N2CCN(C(=O)c3ccc(Cl)cc3)CC2)n1 as listed: ?, .

The results go on:
SMILES	Lipid storage S3	Lipid storage S3 cell count max
COCCNCCOCCOc1ccc(Cl)c(C)c1	?	.
O=C(NCc1ccccn1)[C@H]1C[C@@H]1[C@H](NP(=O)(c1ccccc1)c1ccccc1)c1ccccc1	?	.
COc1ccc(-c2csc(Nc3ccc(C)cn3)n2)cc1OC	?	.
Cc1c(Cl)cnc(NC(=O)COC(=O)c2ccc3c(c2)OCO3)c1Cl	?	.
CCn1nc(C)c(/C=N/NC(=O)Cn2nc(C)cc2C)c1C	?	.
Cc1[nH]nc2c1C1(C(=O)N(Cc3ccc(Cl)cc3)c3ccccc31)C(C#N)=C(N)O2 (stereo unspecified)	i	.
O=C(NC1CCCCC1)N1CCCC(c2nc(-c3cccs3)no2)C1 (stereo unspecified)	0.6%	-8.1
O=C(c1ccc(Cn2cnnn2)cc1)N1CCCC(Nc2ccc(F)cc2)C1 (stereo unspecified)	-20.9%	-9.9
CN1CCN(CC(O)COC(c2ccc(Cl)cc2)c2ccc(Cl)cc2)CC1 (stereo unspecified)	7.2%	-1.2
CCS(=O)(=O)n1nc(-c2ccccc2)nc1SC	i	.
COc1cc(OC)cc(C(=O)N2CCN(Cc3ccccc3C(F)(F)F)CC2)c1	-6.2%	-10.2
CC(C)(C)NC(=O)COc1ccccc1C#N	?	.
CCOc1ccc(C2/C(=C(/O)c3ccc4c(c3)CC(C)O4)C(=O)C(=O)N2CCCn2ccnc2)cc1 (stereo unspecified)	i	-6.5
Cc1ccc(-n2nnc3c(=O)n(CC(=O)N4CCC(C)CC4)cnc32)cc1	?	.
C=CCN(CC=C)C(=O)c1ccc2nc(Cc3ccc(OC)c(OC)c3)oc2c1	?	.
CCCCCSc1nc(N2CCOCC2)c2c(c1C#N)CC(C)(C)OC2	0.5%	-1.2
